# RGS4 block – human RGS4 inhibition; actives 0.45% (n = 310,000); HEK293 M3R/RGS4 inducible, Fluo-4 calcium flux; hits give high values; triggered by carbachol at its EC20; B-score at 10 µM;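 active = B-score, a plate-corrected calcium signal, over three deviations above library mean, with baseline fluorescence within five deviations of library mean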;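 also: RGS4 expression induced by doxycycline in cells with stable M3 receptor; B-score is computed from the integrated fluorescence ratio over baseline after carbachol; higher B-score means a larger calcium signal and so more RGS4 inhibition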
# KCNK3 inh – human KCNK3 channel inhibition, primary screen; CHO-KCNK3 thallium flux, FluxOR fluorescence; hits give low values; B-score at 10 µM; AID 602410; O14649; actives 0.84% (n = 340,000);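 active = B-score under library mean minus 4 SD, starting fluorescence ratio at most library mean plus 5 SD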;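 also: more negative B-score means stronger inhibition of thallium flux through KCNK3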
# Target sequence (O14649 whole entry, looked up): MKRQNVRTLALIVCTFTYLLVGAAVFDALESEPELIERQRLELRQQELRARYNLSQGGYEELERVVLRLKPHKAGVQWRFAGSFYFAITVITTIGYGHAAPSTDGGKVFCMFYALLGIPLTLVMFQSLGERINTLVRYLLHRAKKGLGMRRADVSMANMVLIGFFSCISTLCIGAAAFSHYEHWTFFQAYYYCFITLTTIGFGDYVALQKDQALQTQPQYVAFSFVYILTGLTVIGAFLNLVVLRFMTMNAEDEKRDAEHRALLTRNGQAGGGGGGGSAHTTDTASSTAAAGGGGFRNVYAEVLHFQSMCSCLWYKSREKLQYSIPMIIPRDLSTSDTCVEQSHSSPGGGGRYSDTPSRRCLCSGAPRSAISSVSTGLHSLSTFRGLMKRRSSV
# HDAC3 inh – human HDAC3 inhibition. recombinant HDAC3, fluorogenic peptide/trypsin coupled, fluorescence. O15379. actives 0.15% (n = 320,000). inhibition, % at 8.3 µM; in the data active = inhibition above about 26%, passing the limit was not always enough
# KCNK9 block – human KCNK9 channel inhibition; Q9NPC2; HEK293 KCNK9, FluxOR thallium flux fluorescence; hits give low values; B-score at 10 µM; actives 1.2% (n = 310,000);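 active = ratio B-score over 3 SD below the library mean, with starting fluorescence within 5 SD of its mean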;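 also: negative B-score means less thallium flux so channel inhibition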
# SKKanGAS inh – SKKanGAS growth inhibition; S. pyogenes SKKanGAS, kanamycin growth, BacTiter-Glo, 6 h; inhibition, % at 7.5 µM; actives 1.3% (n = 300,000);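 active = mean replicate score, as percent of positive control median, at least 50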;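 also: strain carries kanamycin resistance gene driven by streptokinase promoter and grows in 40 µg/ml kanamycin; loss of luminescence reflects streptokinase promoter inhibition or plain growth inhibition; 0% = median of DMSO wells and 100% = positive control at its reference dose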
# hERG rescue – hERG (human) protection from proarrhythmic block; activation (rescue from dofetilide block), less the hit threshold, % at 10 µM; CHO-hERG, FluxOR thallium flux, dofetilide IC70 present; actives 0.51% (n = 310,000); Q12809;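 active = activation above the mean of controls blocked by dofetilide plus 5 SD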;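 also: thallium influx through hERG after potassium depolarization seen as dye fluorescence rise; in these data hits start at about 4.7%; inactives centre near -7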
# KCNQ1 act – human KCNQ1 channel potentiation or activation; actives 0.35% (n = 310,000); CHO-K1 KCNQ1, thallium flux FluxOR fluorescence; hits give high values; B-score at 10 µM;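 active = fluorescence ratio B-score, a plate-corrected score, at least three library SD, with initial intensity B-score within 5 SD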
# Target sequence (P51787 whole entry, looked up): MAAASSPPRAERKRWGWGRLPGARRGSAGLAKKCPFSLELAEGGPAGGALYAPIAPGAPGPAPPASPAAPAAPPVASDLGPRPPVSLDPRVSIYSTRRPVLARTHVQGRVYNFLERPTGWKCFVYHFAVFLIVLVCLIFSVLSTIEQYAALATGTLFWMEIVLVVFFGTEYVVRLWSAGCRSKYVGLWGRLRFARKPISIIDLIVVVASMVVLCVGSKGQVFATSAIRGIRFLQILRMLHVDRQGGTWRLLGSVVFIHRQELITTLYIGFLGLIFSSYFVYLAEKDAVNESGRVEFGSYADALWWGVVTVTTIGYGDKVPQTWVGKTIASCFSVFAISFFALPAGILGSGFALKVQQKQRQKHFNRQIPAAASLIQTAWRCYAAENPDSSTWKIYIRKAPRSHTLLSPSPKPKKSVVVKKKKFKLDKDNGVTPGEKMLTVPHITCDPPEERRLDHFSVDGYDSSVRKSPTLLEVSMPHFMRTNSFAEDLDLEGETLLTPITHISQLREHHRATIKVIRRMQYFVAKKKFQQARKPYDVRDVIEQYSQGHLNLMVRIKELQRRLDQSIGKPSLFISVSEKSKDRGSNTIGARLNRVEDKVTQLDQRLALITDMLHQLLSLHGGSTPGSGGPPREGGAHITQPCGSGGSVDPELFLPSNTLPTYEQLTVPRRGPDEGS
#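 assay system = KCNQ1-transfected CHO-K1 cells | medium = assay buffer with matched DMSO | probe or stimulus = depolarizing K+/Tl+ stimulus, K2SO4 and Tl2SO4 each 12.5 mM in 5x stock | dosing = single dose | incubation = dye 90 min, compound 20 min, room temperature | detection = kinetic FluxOR fluorescence, 10 s baseline plus 110 s post-stimulus | evaluation = ratio B score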
# TMEM16A inh – inhibitors of mouse TMEM16A calcium-activated chloride channel. normalized B-score (activity score, 25-100; higher = stronger inhibition) at 10 µM. actives 1.2% (n = 310,000). Q8BHY3. HEK293 TMEM16A/YFP iodide influx fluorescence, ionomycin;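 active = ratio plate-corrected score three or more library SD toward inhibition, starting fluorescence score within five deviations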;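 also: score derived from kinetic fluorescence span divided by baseline fluorescence per well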
# TMEM16A act – mouse TMEM16A channel activation, primary screen; HEK293 TMEM16A/YFP-H148Q/I152L, iodide quench fluorescence; hits give low values; B-score at 10 µM; AID 623877; Q8BHY3; actives 0.3% (n = 340,000);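 active = fluorescence-ratio B-score plate-corrected deviation score at least 3 library SD below zero, with starting fluorescence score within 5 deviations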;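 also: channel opened by trigger with iodide after compound preincubation; score built on the fluorescence ratio of max minus min over baseline; more negative score means more quench and so TMEM16A activation or potentiation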
# RGS4 act – RGS4 potentiation or activation; B-score at 10 µM; HEK293 M3R/inducible RGS4, carbachol calcium flux Fluo4; hits give low values; actives 0.92% (n = 310,000); AID 463111;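 active = B-score of the integrated calcium signal more than 4 SD below the library mean, with starting fluorescence not abnormally high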;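 also: negative B-score means reduced calcium response which marks RGS4 activation or potentiation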
#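 Assay system: Inducible-RGS4 HEK293 cells carrying M3 receptor | Schedule: Compound preincubation 20 min at room temperature before agonist | Signal: Kinetic calcium fluorescence imaging with Fluo4-AM dye, 2 µM | Read-out basis: B score from integrated fluorescence ratio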
# KCNQ1 block – inhibitors of human KCNQ1 potassium channel | actives 1.3% (n = 310,000) | CHO-K1 KCNQ1, FluxOR thallium flux fluorescence; hits give high values | B-score at 10 µM;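 active = compounds whose thallium flux B-score, printed positive for inhibition, exceeds three library SD while starting fluorescence stays within three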;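 also: channel opened by potassium depolarization with thallium stimulus after 20 min compound exposure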
# * = called active by the depositor; i = inactive.
SMILES,RGS4 block,KCNK3 inh,HDAC3 inh,KCNK9 block,SKKanGAS inh,hERG rescue,KCNQ1 act,TMEM16A inh,TMEM16A act,RGS4 act,KCNQ1 block
COC(=O)c1cc2ccccc2oc1=O,i,i,8.2,i,-0.1,-9.3,i,i,i,i,i
CCCCCC(=O)Nc1ccc(S(=O)(=O)Nc2ccc(Cl)nn2)cc1,i,i,-0.4,i,-5.6,-9.7,i,i,i,i,i
NC(=O)CC(NC(=O)c1ccccc1)c1ccc(NCc2ccc(F)cc2)c([N+](=O)[O-])c1 (stereo not given),i,i,14.9,i,-5.5,-5.7,i,i,i,i,i
Clc1ccc(-c2cc3ccccc3nc2N2CCCC2)cc1,i,i,-7.1,i,69.2*,-9.1,i,i,i,i,12*
CCOC(=O)c1sc(-c2ccccc2)cc1NC(=O)c1ccc(S(=O)(=O)N(CCOC)CCOC)cc1,i,i,-1.1,i,20.7,-2.9,i,i,i,i,i
C=CCn1c(SCC(=O)NC2CCCC2)nnc1-c1ccncc1,i,i,-18.8,i,-2.0,-11.3,i,i,i,i,i
CCCCN(C)C(=O)CCCCn1c(=O)[nH]c2cc(OCC)c(OCC)cc2c1=O,i,i,-4.3,i,-6.4,47.8*,i,i,i,i,i
Cc1cc(OC(C)C(=O)NCC(O)c2ccccc2)c2c(C)cc(=O)oc2c1 (stereo not given),i,i,-17.4,i,2.6,-6.1,i,i,i,i,i
Cc1ccccc1NC1=C(C(=O)c2ccccc2)N(C)S(=O)(=O)c2ccccc21,i,-8.99*,3.8,-11.9*,8.5,-11.2,i,i,i,i,i
CCOC(=O)C1=C(CS(=O)(=O)c2ccc(F)cc2)NC(=O)NC1c1cc(OC)c(O)c(OC)c1 (stereo not given),i,i,-5.8,i,-5.5,-3.5,i,i,i,i,i
O=C1Nc2ccccc2C1=Nc1ccc(Br)cc1,i,i,-14.0,i,-2.4,-10.9,i,i,i,i,i
CC(C)(C)CC(C)(C)NCC(O)COc1ccc2c(c1)CCC2 (stereo not given),i,i,-20.2,i,1.2,-12.2,i,i,i,-10*,i
Cc1cccc(C)c1NC(=O)C1CCCN1S(=O)(=O)c1ccccc1 (stereo not given),i,i,-5.0,i,0.1,-8.2,i,i,i,i,i
Nn1c(Cc2ccccc2)nc2ccccc2c1=O,i,i,2.1,i,-1.4,-6.1,i,i,i,i,i
CCCCC(=O)NCCNC(=O)c1cc(OCC(F)(F)F)ccc1OCC(F)(F)F,i,i,-2.0,i,-6.1,-0.8,i,i,i,i,i
Cc1ccc2c(c1)c1c3n2CCCNC3CCC1 (stereo not given),i,i,4.6,i,-12.7,-18.4,i,i,i,i,i
COc1ccccc1NC(=O)CSc1nc2ccccc2c(=O)n1CCNC(C)=O,i,i,9.8,i,0.3,-12.4,i,i,i,i,i
Cc1nn(CCOc2ccccc2)c(=O)n1-c1ccc(F)cc1,i,i,-6.4,i,10.0,-10.5,i,i,i,i,i
COc1ccc(NC(=O)N2CCCC(C(=O)Nc3cccc(C)c3C)C2)cc1 (stereo not given),i,i,0.8,i,18.3,-3.0,i,i,i,i,i
Cc1ccc(NC(=O)CC2NCCNC2=O)cc1Cl (stereo not given),i,i,-1.8,i,-2.3,-8.4,i,i,i,i,i
CC1CCC/C(=N/Nc2nc3ccccc3s2)C1 (stereo not given),i,i,7.5,i,-3.3,-1.3,i,i,i,i,i
O=C(CCl)NN1C(=O)NC(c2ccccc2)(c2ccccc2)C1=O,i,i,3.4,i,-1.8,-0.8,i,i,i,i,i
Cn1cnc(S(=O)(=O)N2CCN(c3ccc(Cl)cc3)CC2)c1,i,i,1.8,i,24.3,0.3,i,i,i,i,i
CCn1cc(CCC(=O)NCCN2CCOCC2)c2ccccc21,i,i,1.3,i,0.3,-2.5,i,i,i,i,i
COc1ccc(C(=O)CN2C(=O)c3ccccc3S2(=O)=O)cc1,i,i,-1.2,i,5.4,-8.8,i,i,i,i,i
Cc1cc(C)cc(OC(C)C(=O)Nc2ccc3c(c2)n(C)c(=O)n3C)c1 (stereo not given),i,i,2.3,i,-5.3,-5.3,i,i,i,i,i
COCCCN(C(=O)Cc1coc2cc(C)c(C)cc12)c1c(N)n(Cc2ccccc2)c(=O)[nH]c1=O,i,i,8.5,i,-4.7,-12.8,i,i,i,i,i
Cc1cc(C(=O)N/N=C/c2cc(Br)c(Br)o2)n[nH]1,i,i,8.9,i,2.0,-4.8,i,i,i,i,i
COc1cc(C(=O)Nc2ccc3c(c2)OCO3)ccc1-n1cnnn1,i,i,-1.5,i,-0.5,-5.0,i,i,i,i,i
CCOC(=O)c1c(NC(=O)CSc2nncs2)sc(C)c1C,i,i,-5.9,i,-7.9,-0.9,i,i,i,i,i
Cc1cc(Br)ccc1OCc1nc(-c2cccnc2)no1,i,i,-6.8,i,-1.9,-10.4,i,i,i,i,i
O=C(NNC1CC(=O)N(c2ccccc2)C1=O)c1ccc(COc2ccccc2Cl)o1 (stereo not given),i,i,-9.0,i,3.9,-5.2,i,i,i,i,i
CN(C)/C=C/C(=O)c1ccc([N+](=O)[O-])c(CS(=O)(=O)c2ccc(Cl)cc2)c1,i,i,1.8,i,6.8,-2.1,i,i,i,i,i
Cc1noc(C)c1CSc1nnc(-c2ccccc2)n1Cc1ccco1,i,i,-3.2,i,7.1,-9.0,i,i,i,i,i
Cc1cccc(NC(=O)c2cc(NC(=O)C3CC=CCC3C(=O)O)ccc2N2CCOCC2)c1 (stereo not given),i,i,5.7,i,4.0,-9.4,i,i,i,i,i
O=C(Cn1cnc2c(nnn2Cc2ccccc2F)c1=O)NCC1CCCO1 (stereo not given),i,i,-4.4,i,1.3,-6.6,i,i,i,i,i
Cc1nc2ncnn2c(N2CCCC(C(=O)Nc3ccc4c(c3)CCC4)C2)c1C (stereo not given),i,i,3.0,i,7.5,-15.1,i,i,i,i,i
CN1CCN(CC(=O)Nc2cc(N3CCOCC3)ccc2[N+](=O)[O-])CC1,i,i,6.8,i,-9.8,-9.9,i,i,i,i,i
O=C(OCc1nnc(-c2ccccc2)o1)c1ccc2ccccc2n1,i,i,1.0,i,-4.3,-7.4,i,i,i,i,i
COc1ccc(CCN2Cc3c(cccc3[N+](=O)[O-])C2=O)cc1OC,i,i,-3.8,i,4.9,-4.7,i,i,i,i,i
CCCCN(CC)Cc1ccc(CNC(=S)Nc2cccc(F)c2)o1,i,i,-0.2,i,-0.1,-10.4,i,i,i,i,i
C=CCNC(=O)CC1C(=O)NCCN1Cc1c(F)cccc1Cl (stereo not given),i,i,-2.1,i,-2.9,-4.9,i,i,i,i,i
COCCNC(=O)[C@@]1(C)C=C[C@@H](Cc2ccccc2)N1C(=O)c1ccccc1,i,i,-1.2,i,2.0,-1.8,i,i,i,i,i
CSC1=C(C#N)C(c2ccncc2)C(C(=O)Nc2ccccc2)=C(C)N1 (stereo not given),i,i,-0.4,i,1.3,-17.4,i,i,i,i,i
Cc1ccc(NC(=O)CSc2nnc(CNC(=O)c3ccccc3F)o2)cc1Cl,i,i,2.5,i,-4.6,-8.4,i,i,i,i,i
CCc1ccc(C(=O)CN2C(=O)NC(C)(CCc3ccccc3)C2=O)cc1 (stereo not given),i,i,2.0,i,-0.7,-9.2,i,i,i,i,i
Cc1ccc(CNC(=O)N2CCN(S(=O)(=O)c3ccccc3)CC2)cc1,i,i,-4.9,i,0.4,-3.2,i,i,i,i,i
COc1ccccc1CCC(=O)Oc1ccc(C#N)cc1OC,i,i,-4.5,i,-2.2,-11.7,i,i,i,i,i

# 2 entries picked at random from those above, as already listed:
SMILES,RGS4 block,KCNK3 inh,HDAC3 inh,KCNK9 block,SKKanGAS inh,hERG rescue,KCNQ1 act,TMEM16A inh,TMEM16A act,RGS4 act,KCNQ1 block
O=C(Cn1cnc2c(nnn2Cc2ccccc2F)c1=O)NCC1CCCO1 (stereo not given),i,i,-4.4,i,1.3,-6.6,i,i,i,i,i
CCCCCC(=O)Nc1ccc(S(=O)(=O)Nc2ccc(Cl)nn2)cc1,i,i,-0.4,i,-5.6,-9.7,i,i,i,i,i

# The list goes on:
SMILES,RGS4 block,KCNK3 inh,HDAC3 inh,KCNK9 block,SKKanGAS inh,hERG rescue,KCNQ1 act,TMEM16A inh,TMEM16A act,RGS4 act,KCNQ1 block
COc1ccc(-c2nc(CN(C)C(C)c3ccon3)c(C)o2)c(C)c1C (stereo not given),i,i,8.9,i,-1.9,-6.9,i,i,i,i,i
CCC1=NN(C(=O)c2ccc([N+](=O)[O-])cc2)C(O)(c2ccccc2)C1 (stereo not given),i,i,0.8,i,7.5,-9.3,i,25*,i,i,i
O=C(CCC(=O)n1ncc2ccccc21)NCc1ccccc1Cl,i,i,-2.6,i,-0.4,-6.5,i,i,i,i,i
Cc1cc(NC(=S)NC(=O)C2CC2)ccc1Br,i,i,0.6,i,-0.4,-2.9,i,i,i,i,i
O=C(/C=C/c1ccccc1)Nc1ccc(C(=O)N2CCCCC2)cc1,i,i,0.9,i,0.8,2.8,i,i,i,i,i
COc1ccc(CN(C)Cc2nc3cc(OC)c(OC)cc3c(=O)[nH]2)c(OC)c1,i,i,-3.7,i,6.3,-6.9,i,i,i,i,i
Cc1ccc(-n2cc(C(=O)O)c(=O)cc2C)c(C)c1,i,i,3.8,i,-11.6,-5.1,i,i,i,i,i
Cc1nn(CC(=O)Nc2ccc(N3CCOCC3)cc2)c(C)c1Br,i,i,-11.3,i,-3.6,-0.2,i,i,i,i,i
CCCCCCCCc1c(O)nc(-n2[nH]c(C)c(CCO)c2=O)[nH]c1=O,i,i,-4.0,i,9.6,-4.1,i,i,i,i,i
COc1ccc(C[C@H]2CN3C(=NC[C@@H]3Cc3ccc(O)cc3)N2CCNC(=O)c2ccc(C)c(Br)c2)cc1,i,i,2.9,i,4.3,-21.1,i,i,i,i,i
CN(C)NC1CCS(=O)(=O)C1 (stereo not given),i,i,0.0,i,-1.2,3.2,i,i,i,i,i
CCCc1nnc(NC(=O)Cn2c(=O)oc3ccccc32)s1,i,i,6.8,i,7.9,1.7,i,i,i,i,i
CC12/C(=N/O)C3C4CC5C3/C(=N/O)C1C5C42 (stereo not given),i,i,1.0,i,4.3,1.9,i,i,i,i,i
COc1cc(OC)cc(C(=O)NCCC(=O)NCCc2ccc(OC)c(OC)c2)c1,i,i,2.4,i,-6.8,-6.7,i,i,i,i,i

# Entries above printed as active in KCNK9 block.
SMILES | RGS4 block | KCNK3 inh | HDAC3 inh | KCNK9 block | KCNQ1 act | TMEM16A act | KCNQ1 block
Cc1ccccc1NC1=C(C(=O)c2ccccc2)N(C)S(=O)(=O)c2ccccc21 | i | -8.99* | 3.8 | -11.9* | i | i | i

# Screening data from PubChem BioAssay.
